# Screening data (PubChem)
# Tn7 DDE FP: DD(E)-Tn7 binding inhibition, primary FP screen; FP displacement of FITC-Tn7 peptide from fibrin DD(E); 0% = median of compound wells per plate; P02675; AID 720508; hit rate 0.13% among 370,000; inhibition, % at 8.3 µM;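 active = inhibition above the mean of compounds falling within the control limits plus 3 SD of them, cut at about 14% in these data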;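 also: 0% = plate median of compound wells and 100% = 10 µM Aha-Tn7 peptide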
# Target sequence (P02675 whole entry, looked up): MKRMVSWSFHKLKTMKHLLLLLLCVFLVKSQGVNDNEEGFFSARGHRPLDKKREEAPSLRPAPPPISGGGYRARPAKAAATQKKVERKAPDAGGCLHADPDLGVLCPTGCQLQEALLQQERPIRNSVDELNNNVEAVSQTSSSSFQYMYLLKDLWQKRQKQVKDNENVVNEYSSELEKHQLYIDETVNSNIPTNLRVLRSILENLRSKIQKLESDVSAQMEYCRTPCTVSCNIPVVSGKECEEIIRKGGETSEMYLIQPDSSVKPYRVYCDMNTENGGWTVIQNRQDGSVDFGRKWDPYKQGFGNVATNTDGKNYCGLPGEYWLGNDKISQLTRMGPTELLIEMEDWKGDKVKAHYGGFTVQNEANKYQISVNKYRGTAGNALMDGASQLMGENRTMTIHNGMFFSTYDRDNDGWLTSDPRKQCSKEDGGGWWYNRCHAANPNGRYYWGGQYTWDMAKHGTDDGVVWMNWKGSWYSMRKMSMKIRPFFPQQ
#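 Measure: % inhibition scaled between sample-field median and high-control FP; Test system: human fibrin DD(E); Quantity: 2 µM final DD(E) protein; Doses: one dose, 8.3 µM nominal; Schedule: compound with protein 10 min, then 3 h after probe, room temperature; Detection: fluorescence polarization; Medium: Tris buffer with calcium and detergent, pH 7.8.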
# NR1D1 modulator: Rev-erb alpha (human) modulation; P20393; Rev-erbα–FITC-DNA binding, fluorescence polarization, 90 min; activity, % at 10 µM; hit rate 0.79% among 370,000;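 active = activity above about 14%, limit read from the data; passing the limit was not always enough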;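 also: 0% = DMSO wells with 35 nM protein and 100% = DMSO wells with 750 nM protein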
# Target sequence (P20393 whole entry, looked up): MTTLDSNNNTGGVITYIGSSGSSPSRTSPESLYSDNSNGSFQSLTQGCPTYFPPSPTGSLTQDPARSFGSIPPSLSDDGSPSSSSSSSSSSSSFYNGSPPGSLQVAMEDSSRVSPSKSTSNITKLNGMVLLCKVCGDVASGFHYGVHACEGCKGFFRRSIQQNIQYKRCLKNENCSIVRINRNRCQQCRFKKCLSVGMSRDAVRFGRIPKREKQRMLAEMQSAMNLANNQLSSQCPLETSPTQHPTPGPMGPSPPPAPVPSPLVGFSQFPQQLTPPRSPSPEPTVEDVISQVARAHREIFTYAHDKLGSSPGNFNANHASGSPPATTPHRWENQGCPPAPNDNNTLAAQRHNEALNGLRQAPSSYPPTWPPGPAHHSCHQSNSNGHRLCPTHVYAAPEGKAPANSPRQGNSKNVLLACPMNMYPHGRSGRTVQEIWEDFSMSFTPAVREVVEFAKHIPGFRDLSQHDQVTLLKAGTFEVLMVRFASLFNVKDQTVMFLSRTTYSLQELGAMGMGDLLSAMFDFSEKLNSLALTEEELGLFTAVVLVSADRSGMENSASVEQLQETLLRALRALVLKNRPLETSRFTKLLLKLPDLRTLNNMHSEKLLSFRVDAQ
# sPLA2-III inh: Inhibits HGIII-sPLA2 liposome hydrolysis, primary screen; QFRET BODIPY PC-A2 liposome hydrolysis, fluorescence; inhibition, % at 12.2 µM; hit rate 0.56% among 370,000;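 active = inhibition above mean plus 3 SD of compounds lying within the high and low control bounds, cut at about 19% in these data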;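 also: 0% = median of test compound wells and 100% = no enzyme DMSO wells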
# KLK7 zymogen act: activates the human kallikrein-7 zymogen; AID 652039; hit rate 0.9% among 370,000; purified proKLK7, EDANS-DABCYL substrate fluorescence; 100% is mature enzyme control, 0% vehicle; P49862; activation, % at 7 µM;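 active = activation above the mean of all tested compounds plus 3 SD, computed per campaign excluding outliers beyond control limits, cut at about 13% in these data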
# PLCg1 inh: inhibitors of human phospholipase C gamma1; P19174; purified PLC-gamma1, fluorogenic substrate, fluorescence; inhibition, % at 12.2 µM; hit rate 0.84% among 370,000; in the data active = inhibition above about 9.5%
# PLC-beta3 inh: blocks human PLC-beta3 enzyme activity; Q01970; Purified PLC-beta3, fluorogenic substrate, fluorescence; inhibition, % at 12.2 µM; hit rate 0.18% among 370,000; AID 720704; in the data active = inhibition above about 11%;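 also: 0% = median of compound wells on plate and 100% = full blocker control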
# Tn6 DDE FP: disrupts Tn6 cyclic peptide binding to fibrin D-Dimer-E complex; hit rate 0.21% among 370,000; Fibrin DD(E) TRITC-Tn6 fluorescence polarization displacement; inhibition, % at 8.3 µM; AID 720509;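 active = inhibition above a per-campaign cutoff: mean of compounds within control limits plus 3 SD, cut at about 15% in these data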;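 also: 0% = median of all compound wells on the plate and 100% = blocking peptide control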
# ASAP1 GAP inh: blocks human ASAP1-stimulated Arf1 GTP hydrolysis | inhibition, % at 16.5 µM | Q9ULH1 | hit rate 0.19% among 360,000 | GDP FP detection; in the data active = inhibition above about 25%;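 also: 0% = vehicle with enzyme and substrate and 100% = no enzyme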
# ARFGAP1 inhibitor: rat ARFGAP1 inhibition | Q62848 | Arfgap1-stimulated ARF1 GTP hydrolysis, GDP FP detection | inhibition, % at 16.5 µM | hit rate 0.26% among 360,000;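 active = inhibition above a per-plate limit, mean inhibition of low control wells plus 3 SD, cut at about 25% in these data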;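 also: 0% = DMSO wells with enzyme and 100% = wells lacking Arfgap1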
#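 System: truncated rat Arfgap1 GAP domain / Benchmarks: high control wells lacking Arfgap1, low control full reaction with DMSO / Times: compound-enzyme preincubation 20 min, reaction 120 min, detection 60 min, 25 °C / Repeats: one replicate per compound / Also added: human ARF1(Δ1-17)-GTP substrate / Measured by: Tracer-displacement fluorescence polarization with EDTA stop, 620/688 nm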
# UHRF1 MBD2 ctr: human UHRF1 methylated DNA binding inhibitors | Q96T88 | UHRF1 binding to methylated oligo, TR-FRET | inhibition, % at 4.4 µM | hit rate 0.75% among 370,000 | AID 687016; in the data active = inhibition above about 21%;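 also: UHRF1 SRA domain binding a hemimethylated CpG hairpin DNA probe; 0% = median of test compound wells and 100% = reference inhibitor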
# Active calls of the source: *; i = inactive; / = not tested or not shown. No enrichment for hits; overall some 4.5% were active at least once.
SMILES,Tn7 DDE FP,NR1D1 modulator,sPLA2-III inh,KLK7 zymogen act,PLCg1 inh,PLC-beta3 inh,Tn6 DDE FP,ASAP1 GAP inh,ARFGAP1 inhibitor,UHRF1 MBD2 ctr
CCOc1cc(C(F)(F)F)cnc1/C(N)=N/O,3,-4,3,0.3,1,-6,0,-4,1,-4
O=C(C1CC(=O)N(c2ccc(Cl)cc2)C1)N1CCN(Cc2ccc3c(c2)OCO3)CC1 (stereo unspecified),4,-3,-6,0.3,-2,-4,-10,3,15,-1
CCc1cccc(NC(=O)c2ccc(Br)o2)c1,2,2,2,-0.3,4,4,-3,3,2,3
COC(=O)Cc1nnc(Nc2cccc(C)c2)c2ccccc12,-7,8,-33,0.2,-8,-20,-2,-16,-1,2
COc1ccc2c(c1)N(C(=O)CN1C(=O)C3CCCCC3C1=O)C(C)(C)C=C2C (stereo unspecified),3,5,-3,-0.2,0,-1,-3,-6,-2,10
O=C1c2ccccc2C(=O)N1CCSc1n[nH]c(=S)s1,-6,-1,20*,-0.1,2,4,-3,-2,-7,0
O=C(Cc1c[nH]c2ccccc12)NCc1cccs1,6,-2,-20,-0.1,-2,1,-8,2,-15,-2
Cc1ccc(S(=O)(=O)NCC(=O)N(CC(=O)NCC2CCCO2)c2cccc(F)c2)cc1 (stereo unspecified),4,2,1,0.0,0,-11,5,-17,-1,2
O=C(OC(c1ccccc1)c1nccc2ccccc12)c1cccc([N+](=O)[O-])c1 (stereo unspecified),1,3,-7,0.0,0,3,2,11,4,1
CCOc1ccc(S(=O)(=O)NCc2cccnc2)c2ccccc12,-1,2,-2,0.5,-8,-19,-2,8,10,3
COc1ccccc1NC(=O)COc1ccc(C(=O)OCC(=O)N(C(C)C)C(C)C)cc1OC,0,1,-3,-0.2,1,0,0,6,-4,0
CCc1nnc(NC(=O)CSc2nnc(CSc3nc(C)cc(C)n3)n2C)s1,-5,-5,2,0.4,-2,-2,-2,9,-6,0
Cc1ccc(C2C(C(=O)c3sc(C)nc3C)=C(O)C(=O)N2CCN(C)C)o1 (stereo unspecified),2,-3,0,1.0,-6,-6,3,4,0,-7
COCCCNC(=O)C[C@H]1C[C@H](C(=O)N2CCOCC2)[C@@]2(C)c3[nH]c4ccc(Cl)cc4c3CCN2C1=O,3,1,14,-0.1,-3,1,-7,5,2,-1
O=C(OCc1c(-c2ccccc2)ncc2ccccc12)c1ccccc1C(F)(F)F,1,-2,7,-0.1,-2,2,-7,-13,-10,0
CC(NC(=O)CCCCCN1C(=O)c2ccccc2C1=O)c1ccc2c(c1)CCCC2 (stereo unspecified),0,2,-8,-0.6,-1,0,5,-6,-2,14
CCOC(=O)c1ccc(Nc2ncccc2[N+](=O)[O-])cc1,6,-2,7,0.0,3,-6,-2,-1,4,3
CN(C)c1ncnc(N(C)C)c1[N+](=O)[O-],-5,-2,3,0.3,3,5,4,-3,-10,-1
CC(C)C[C@H]1COc2cc(N3CC[C@@H](O)C3)ccc2S(=O)(=O)N1,1,6,19,0.8,8,-5,-3,5,8,4
NC(=O)COc1ccc(/C=N\NC(=O)CC(=O)NCCc2ccccc2)cc1,6,1,10,-0.1,0,-1,4,-10,-4,0
Cc1ccccc1C(=O)NC(NCc1ccco1)C(Cl)(Cl)Cl (stereo unspecified),3,-1,-2,-0.3,3,0,-6,3,-9,-2
COc1cccc(CNc2nc3nc(C)c(Cl)c(=O)n3[nH]2)c1,5,0,0,-0.1,-1,-9,0,-19,-5,-1
O=C1CSC(=S)N1N=C1CCCCCC1,3,-4,-1,0.1,-5,-8,7,-1,11,-10
CC(Cc1ccccc1)NC(=S)CN1CCCC1=S (stereo unspecified),2,-5,9,-0.2,0,-2,7,-20,5,-2
O=C(N/N=C/c1cc2ccccc2nc1Cl)[C@H]1C[C@@H]1c1ccccc1,4,2,13,-0.6,-11,-17,0,-9,1,3
CCOc1ccc(=O)n(-c2ccccc2)n1,-2,1,1,0.1,7,2,0,-11,-6,1
COc1cc(NC(=O)c2cccc(COCC(F)(F)C(F)F)c2)cc(OC)c1OC,11,-5,-1,0.0,6,2,5,2,-2,0
Cc1ccc(-c2csc(NC(=O)c3ccc(S(=O)(=O)N4CCc5ccccc54)cc3)n2)cc1,8,5,-10,1.3,-5,-7,1,11,-7,-2
CN(CC(=O)N1CCCCC1)S(=O)(=O)c1cccc2cccnc12,-3,-3,-2,-0.3,2,-5,-6,12,6,-1
Cc1cc(C(=O)COC(=O)c2ccc(NC(=O)CC#N)cc2)c(C)n1C1CC1,-8,-1,-36,0.6,-9,-22,-8,-4,6,-2
Cc1onc(-c2c(Cl)cccc2Cl)c1C(=O)N=C(N)N1CCOCC1,-1,2,-3,-0.5,0,-5,12,6,-3,2
CCCCOc1ccccc1Cn1c(=O)oc2ccc(C)cc21,-5,-6,-2,-0.3,1,2,7,5,-4,-2
CCC(C)c1ccc(NC(=O)c2[nH]c(C)c(C(C)=O)c2C)cc1 (stereo unspecified),-9,5,-4,0.1,0,-9,-4,18,12,-2
CCOC(=O)CC1(c2ccccc2)CCOC(C)(C)C1 (stereo unspecified),-2,-5,-1,-0.2,1,3,2,-9,3,-3
Cc1cc(S(=O)(=O)NCCc2ccccc2)c(C)s1,1,-1,-17,0.5,0,1,4,-7,9,0
COc1ccc(C(=O)OC2CCN(C)CC2)cc1,-7,-3,2,0.6,2,0,12,-10,2,3

# Single records, as listed above. Order of values: Tn7 DDE FP | NR1D1 modulator | sPLA2-III inh | KLK7 zymogen act | PLCg1 inh | PLC-beta3 inh | Tn6 DDE FP | ASAP1 GAP inh | ARFGAP1 inhibitor | UHRF1 MBD2 ctr
# Entry for Cc1cc(C(=O)COC(=O)c2ccc(NC(=O)CC#N)cc2)c(C)n1C1CC1 → -8 | -1 | -36 | 0.6 | -9 | -22 | -8 | -4 | 6 | -2
# Entry for O=C(N/N=C/c1cc2ccccc2nc1Cl)[C@H]1C[C@@H]1c1ccccc1 → 4 | 2 | 13 | -0.6 | -11 | -17 | 0 | -9 | 1 | 3
# Entry for Cc1cc(S(=O)(=O)NCCc2ccccc2)c(C)s1 → 1 | -1 | -17 | 0.5 | 0 | 1 | 4 | -7 | 9 | 0
# Entry for Cc1ccc(-c2csc(NC(=O)c3ccc(S(=O)(=O)N4CCc5ccccc54)cc3)n2)cc1 → 8 | 5 | -10 | 1.3 | -5 | -7 | 1 | 11 | -7 | -2

# More results
SMILES,Tn7 DDE FP,NR1D1 modulator,sPLA2-III inh,KLK7 zymogen act,PLCg1 inh,PLC-beta3 inh,Tn6 DDE FP,ASAP1 GAP inh,ARFGAP1 inhibitor,UHRF1 MBD2 ctr
C[C@H]1Cn2cnc(C(=O)N[C@H](C)c3ccccc3)c2C(=O)N1,-9,0,-2,0.3,1,2,-4,0,9,11
COc1ccccc1NC(=O)COC(=O)c1cc2c(s1)CCC2,2,3,-13,0.3,-2,-7,1,-7,-18,5
CN(C)S(=O)(=O)c1ccc(NC(=O)COc2ncnc3sccc23)cc1,3,-3,-13,-0.3,-2,-9,5,-6,5,0
Cc1cc2c(cc1S(=O)(=O)N1CCN(c3ccccc3F)CC1)OCC(=O)N2,-5,1,1,-0.2,5,-5,-5,8,1,0
COc1ccc(C(=O)NCCc2c[nH]c3ccc(OC)cc23)cc1,-4,-3,-7,0.3,0,-8,5,-3,2,4
COC(=O)c1ccc(Nc2nc3ccc(C)cc3n3cnnc23)cc1,-3,9,1,-1.1,-48,-67,-5,11,-8,-2
C=CCn1c(NC(C)c2cc(Cl)ccc2O)nc2ccccc21 (stereo unspecified),-12,2,1,0.7,5,-2,-2,3,1,-1
CC(C)c1ccc(NC(=O)Nc2nnc([C@H]3C[C@H](O)[C@@H](CO)O3)s2)cc1,-7,-4,-18,0.7,5,5,-2,6,13,-1
O=C(NNC1CC(=O)N(c2ccc(Br)cc2)C1=O)c1ccccn1 (stereo unspecified),-2,-1,-4,-0.2,-7,-3,3,-1,-6,-3
CCCCOc1ccc(C(=O)Nc2ccc(N3CCN(C)CC3)cc2)cc1,-3,2,-3,-1.6,1,3,-2,-2,-2,-4
Nc1c(C2CCCCC2)c(=O)on1C(=O)c1ccccc1,-10,-1,2,-0.2,3,4,-5,3,-6,1
CCOc1ccc(NS(=O)(=O)c2ccc(C(=O)NCc3ccccn3)cc2)cc1,1,-2,-4,-0.4,0,0,1,12,4,-1
CCCC(=O)Nc1nnc(SCC)s1,-3,1,-2,0.0,-12,3,0,8,-6,0
Cc1ccc(NC(=O)COC(=O)CN2C(=O)NC3(CCCC3)C2=O)cc1S(=O)(=O)N(C)C,2,-1,-2,-0.3,-1,1,-6,-10,4,-1
CC1(NC(=O)Cc2c(F)cccc2Cl)CCS(=O)(=O)C1 (stereo unspecified),-8,12,0,0.1,13*,-2,-2,-3,10,3
CCCCNC(=O)C[C@H]1C[C@@]2(C(=O)OC)C(=C[C@H](C(C)(C)C)O[C@@H]2C)N(CCc2ccc(OC)c(OC)c2)C1=O,-3,-4,-1,-0.9,0,3,11,/,/,-2
CCOc1ccc(C(C)=O)cc1COC(=O)c1cnc(Cl)c(Cl)c1,-1,4,0,0.1,4,2,3,8,4,3
O=C(O)CCCNC(=O)OCc1ccccc1,-5,-4,3,-0.4,2,5,4,-4,9,0
COc1ccc(-n2c(O)c(/C=N/NS(=O)(=O)c3cccc([N+](=O)[O-])c3)c3ccccc3c2=O)cc1OC,0,4,-6,24*,-39,-46,2,10,-2,-3
C/C(=N\NC(=O)c1sccc1C)c1ccncc1,-10,-1,2,-0.1,0,-6,-4,2,8,0
Brc1nnc2n1-c1ccccc1Sc1ccccc1-2,-3,7,-1,0.6,1,1,4,-2,-2,0
CN(C)c1ccc(/C=C/CNC[C@H]2O[C@@H](n3ccc(N)nc3=O)[C@H](O)[C@@H]2O)cc1,-6,1,1,0.3,-3,-2,-2,3,1,-4
O=C(CSCCO)Nc1cccc([N+](=O)[O-])c1,5,-3,3,-0.6,4,2,3,-9,-4,-4
CC(C)(C)NC(=O)C[C@H]1C[C@H](C(=O)N2CCCCC2)[C@@]2(C)c3[nH]c4ccc(Cl)cc4c3CCN2C1=O,-1,-3,4,0.0,0,-1,-1,-2,10,-1
Cc1cccc(C2Nc3ccccc3C(=O)N2CCc2ccccc2)n1 (stereo unspecified),6,-3,-4,21*,-443,i,-7,0,1,7
CCCC(C(=O)O)n1c(O)c(C=C2N=c3ccccc3=N2)sc1=S (stereo unspecified),4,-2,-4,2.9,-104,-139,5,-9,-10,-4
CCOC(=O)CNC(=O)CSc1nc2cccnc2n1C1CCCCC1,-4,5,1,0.0,1,-2,-4,-14,-1,1
CCOc1ccc(/C(C)=N/NC(=O)c2nnn(-c3nonc3N)c2-c2cccs2)cc1,6,-7,1,0.4,-12,-25,0,6,0,-1
CCc1ccc(N2CCN(S(=O)(=O)CC34CCC(CC3=O)C4(C)C)CC2)cc1 (stereo unspecified),-5,8,-3,0.6,-1,-3,5,7,11,0
Cc1ncc([N+](=O)[O-])n1CC(=O)NC1CCCC1,-3,2,0,-0.4,-4,3,0,5,-2,0
COc1ccc(CCN=C(N)NS(=O)(=O)c2ccc(C)c(C)c2)cc1,-2,-1,-7,0.1,5,2,2,-4,-4,3
